Assay outcomes (PubChem BioAssay)
TAG inh = triacylglycerol accumulation inhibition. H9c2 cells, Nile Red lipid (TAG) fluorescence; cells loaded with 200 µM oleic acid. inhibition, % at 12.5 µM. 0.66% of 230,000 active. AID 651582;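 active means pattern-corrected inhibition of lipid staining of at least 50% with the nuclear-stain viability signal not falling by more than 50%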;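 further: 0% = DMSO wells and 100% = triacsin C control wells; some results filed as inactive read as strong as hits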
TAG inh DAPI viability = further read-out of TAG inh, marked with its call; DAPI nuclei signal change (viability), lower = more cytotoxic, %;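 whole-well DAPI fluorescence read on a plate reader as a viability signal; minus 50 percent equals half of cells still viable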
An asterisk follows results filed as active. Only part of the results is shown; the hit share may differ from the screen's.

Compound	TAG inh	TAG inh DAPI viability
COc1ccc(OCCCC(=O)N2CCN(S(=O)(=O)c3cccc(F)c3)CC2)cc1	-17	-3
CC(C)NC(=O)N(C)C[C@H]1OCc2cnnn2CCCC(=O)N([C@@H](C)CO)C[C@H]1C	19	1
CC(C)(C)C1CCc2c(sc(NC(=O)CSc3ncn[nH]3)c2C#N)C1 (stereo not given)	22	1
O=C(C1=C(O)C(=O)N(CCOCCO)C1c1ccccn1)c1cccs1 (stereo not given)	-9	0
CC(NC(=O)COC(=O)CN1C(=O)C2CCCCC2C1=O)c1ccccc1 (stereo not given)	-7	7
CC(C(N)=O)N1C(=O)C2C3C=CC(C3)C2C1=O (stereo not given)	-9	8
NC(=O)c1ncn([C@@H]2O[C@H](CNCc3ccccc3OCc3ccc(Cl)cc3Cl)[C@@H](O)[C@H]2O)n1	4	2
O=C(COC(=O)C12CC3CC(CC(Br)(C3)C1)C2)Nc1cccc(S(=O)(=O)N2CCOCC2)c1	7	-3
CCCNC(=O)C(=O)NCCC1=CCCCC1	20	-13
CC(C)(C)OC(=O)N1CCC(C(=O)Nc2ccc(C(=O)N3CCCCC3)cc2)CC1	2	-1
COCCN=c1scc(-c2cc(OC)c(OC)c(OC)c2)n1/N=C/c1c(C)[nH]c2ccccc12	23	4
CSc1nc(-c2ccc(Cl)cc2)c(C#N)c(=O)n1C	-10	-4
CCOc1ccc(C(=O)NCc2ccncc2)cc1	-11	-2
CCOC(=O)CCCCCC(=O)Nc1ccc2c(c1)C(=O)N([C@@H](C)CO)C[C@@H](C)[C@H](CN(C)C(=O)c1ccncc1)OCCCC[C@H](C)O2	2	-9
O=C(Nc1ccccc1N1CCN(C(=O)c2ccc(Cl)cc2)CC1)c1cc(Br)ccc1Cl	15	10
O=[N+]([O-])c1ccc(COc2ccc(CN3CCCC3)cc2)cc1	-3	4
Cc1ccc(C(=O)O)cc1NC(=S)NCCc1ccccc1	-11	1
CCc1ccc(OCC(=O)NNC(=O)c2ccc(NC(=O)C3CC3)cc2)cc1	19	0
C[C@@H]1O[C@@H](OC[C@@H]2O[C@H](Oc3c(-c4ccc(O)cc4)oc4cc(O)cc(O)c4c3=O)[C@@H](O)[C@H](O)[C@H]2O)[C@H](O)[C@H](O)[C@H]1O	-10	5
Cc1ccccc1OCCOCCN1CCCCCC1	16	5
CC1(CN2CCCC2)CCC(NC(=O)C(c2ccccc2)c2ccccc2)C(C)(C)O1 (stereo not given)	6	-6
CCOC(=O)N1CCN(C(=O)c2cc(OC)c(OC)c(OC)c2)CC1	4	6
Cc1cc(C)c[n+](C[n+]2cc(C)cc(C)c2)c1	-7	-1
CCN1CCN(Cc2nc3c(c(=O)[nH]c(=O)n3C)n2Cc2ccccc2Cl)CC1	6	-8
O=C(COC(=O)c1cc2ccccc2oc1=O)Nc1ccc(F)cc1F	-2	4
O=C(Oc1cccc2cccnc12)c1ccc(Br)o1	-6	0
CC(C)C1C(C#N)=C(N)Oc2n[nH]c(C(C)(C)C)c21 (stereo not given)	2	-6
CCOC(=O)C1=C(C)Nc2ccccc2N=C1NC(=O)c1cc(C)on1	-7	-1
Cn1c(NCc2ccccc2F)nc2cc(-c3ccccc3)sc2c1=O	13	-4
COc1ccccc1/C=C/CN1CCN(Cc2ccc(F)cc2)C(CCO)C1 (stereo not given)	-4	5

The list goes on:
Compound	TAG inh	TAG inh DAPI viability
ON=C1CCC2CCCCC2C1 (stereo not given)	2	1
Cc1cc(S(=O)(=O)N2CCCCC2)ccc1OCC(=O)N1CCCC1	5	10
CSCCC(NC(=O)COc1ccccc1)C(=O)N(C)Cc1cccc(F)c1 (stereo not given)	7	-9
Cc1ccc(N2C(=O)Nc3ccccc3C2(O)C(=O)N2CCN(c3ccccn3)CC2)cc1C (stereo not given)	1	-3
O=C(CNC(=O)c1ccc(Cl)cc1)NCc1ccccn1	-5	-4
O=C(O)c1cccc(NC(=S)NC(NC(=O)c2ccco2)C(Cl)(Cl)Cl)c1 (stereo not given)	11	2
Cn1c(SCC(=O)N/N=C/c2ccncc2)nc2ccccc21	-8	4
NS(=O)(=O)c1cccc(NC(=O)CSc2nnc(-c3ccncc3)n2C2CC2)c1	13	-2
CCNS(=O)(=O)c1cccc(C(=O)c2c(C)cc3ccccn23)c1	-4	-1
CCCNC(=S)Nc1ccc(Nc2ccccc2)cc1	-5	11
COc1ccc(CCNC(=O)CSC2=NS(=O)(=O)c3cc(Cl)ccc3N2)cc1OC	-8	0
Cc1ccc(Nc2nc(N)nc(CN3CCc4ccccc4C3)n2)cc1	-10	7
CC1=C(C(=O)N(C)C)CC(CC(=O)NC2CCCCC2)C(=O)N1Cc1ccc(C(C)(C)C)cc1 (stereo not given)	-1	-11
O=C(CSc1nnc(-c2ccccc2)o1)N1CCOCC1	1	21
COC(=O)c1ccc(NC(=O)c2cc(-c3ccccn3)nc3ccccc23)cc1	-10	4
COc1ccc(N=C2c3ccccc3-c3ccc([N+](=O)[O-])cc32)cc1	-10	-6
COCC(=O)N(C)[C@H]1C[C@H]2c3cc(Oc4ccccc4C)ccc3CCN2C(=O)[C@H]1[C@H](C)O	8	-8
COc1ccccc1NC(=S)NNC(=O)c1cc(C)n(C)n1	17	-4
O=C(N/N=C\C=C\c1ccc2c(c1)OCO2)c1ccc(F)cc1	2	-7
CCCCOc1ccc(N(CC(=O)NCC2CCCO2)C(=O)CCC(=O)Nc2nccs2)cc1 (stereo not given)	-4	-2
Cc1ccc(-c2ccccc2[C@@H]2C[C@H]3CN(C)C(=O)[C@]34CCCN24)o1	-22	2
Fc1cccc(NC(=S)N2CCn3cccc3C2c2cccnc2)c1 (stereo not given)	-2	-4
CCOc1ncccc1C(=O)N1CCCSC1=Nc1ccc(C(C)=O)cc1	-17	7
N#Cc1ccc(Cl)cc1NC(=O)COC(=O)c1ccc(S(=O)(=O)N2CCCC2)cc1	-10	6
COc1ccc(CNC(=O)C2CCN(S(C)(=O)=O)CC2)cc1	-3	-4
CN(C)S(=O)(=O)c1ccc(C(=O)OCC(=O)NC(=O)NCc2ccccc2)cc1	-23	6
O=C(CSc1c(Cl)cccc1Cl)N1CCC(c2nc3ccccc3s2)CC1	-1	-12
O=C(CCNC(=O)c1ccc([N+](=O)[O-])cc1)Nc1ccc(N2CCOCC2)cc1N1CCOCC1	-3	4
COc1ccc(C(CCNC(C)c2ccccc2)C(C)C)cc1 (stereo not given)	88	-53
Fc1ccc(-c2n[nH]c(=S)n2/N=C/c2c[nH]c3ccccc23)cc1	-10	10

Quoted from the results shown (4 entries):
Compound	TAG inh	TAG inh DAPI viability
COc1ccc(OCCCC(=O)N2CCN(S(=O)(=O)c3cccc(F)c3)CC2)cc1	-17	-3
CC(C)NC(=O)N(C)C[C@H]1OCc2cnnn2CCCC(=O)N([C@@H](C)CO)C[C@H]1C	19	1
CC(C)(C)C1CCc2c(sc(NC(=O)CSc3ncn[nH]3)c2C#N)C1 (stereo not given)	22	1
O=C(C1=C(O)C(=O)N(CCOCCO)C1c1ccccn1)c1cccs1 (stereo not given)	-9	0

Record cards, from the list above. Values in the order: TAG inh | TAG inh DAPI viability
`COc1ccc(CNC(=O)C2CCN(S(C)(=O)=O)CC2)cc1` is entered as -3 | -4
`CCCCOc1ccc(N(CC(=O)NCC2CCCO2)C(=O)CCC(=O)Nc2nccs2)cc1` (stereo not given) is entered as -4 | -2
`CCCNC(=S)Nc1ccc(Nc2ccccc2)cc1` is entered as -5 | 11

Next part:
Compound	TAG inh	TAG inh DAPI viability
CCN(CC)CCC(=O)N1c2ccccc2Sc2ccc(Cl)cc21	7	14
CCOc1ccc(NC(=O)CSc2nnc(-c3ccoc3C)n2CC2CCCO2)cc1 (stereo not given)	18	-15
CC1CCCC(C)N1/N=C/c1ccc(Cl)cc1 (stereo not given)	-4	11
Brc1ccc(Nc2ncnc3[nH]ncc23)cc1	10	-4
O=C(O)CCc1n[nH]c(=S)[nH]c1=O	-23	-2
COc1cccc(CNC(=O)CC(NC(C)=O)c2ccccc2)c1 (stereo not given)	2	12
Cc1ccc(C(=O)CNc2ccc(C)cc2C)cc1	2	-11
CC[C@]12c3[nH]c4ccccc4c3CCN1C(=O)C(CC(=O)NCCCOC)C[C@@H]2C(=O)N1CCN(C(=O)C2CC2)CC1 (stereo not given in full)	-6	-4
COc1ccc(CCNC(=O)COC(=O)c2cnc(Cl)c(Cl)c2)cc1	4	10
NC(=NC(=O)c1ccc(Cl)cc1)N1N=CCC1c1ccccc1 (stereo not given)	-1	-8
O=C(CN1CCN(Cc2ccccc2)CC1)N/N=C/c1cccnc1	3	-1
COc1ccc(C)cc1NC(=O)c1ccc(OC(F)F)cc1	-5	7
COc1cc(C)nc(NCc2ccccc2)n1	0	-11
COc1cccc(OC)c1C(=O)Nc1ccc2c3c(cccc13)CC2	-17	16
O=C(O)CN1C(=O)/C(=C\c2cn(CC(=O)N3CCOCC3)c3ccccc23)SC1=S	4	1
COCCCNC(=O)Cn1nnc(-c2ccc(NC(=O)c3ccccc3F)cc2)n1	1	12
CC(C)CCNC(=O)CCCOc1ccccc1	1	-3
Cc1c(NC(=O)c2cccc(NC(=O)COc3ccc(C#N)cc3)c2)c(=O)n(-c2ccccc2)n1C	2	6
Cc1nc2ccccc2nc1CN1CCN(Cc2ccc(F)c(F)c2)C(CCO)C1 (stereo not given)	3	-3
CCOC(=O)c1ccc(N=C2SC(C(=O)Nc3ccc(C(=O)O)cc3)CC(=O)N2Cc2cccs2)cc1 (stereo not given)	6	-1
C=CCn1c(C)c(C(C)=O)c(N2CCOCC2)nc1=S	-12	-1
O=C(CSc1nnc(SCC(=O)NCc2ccc3c(c2)OCO3)s1)NCc1ccc2c(c1)OCO2	-2	5
N#CC1(NC(=O)COc2ccccc2[N+](=O)[O-])CCCCC1	5	-3
Cc1ccc(C(=O)NCc2ccc(Cl)cc2)cc1S(=O)(=O)N1CCCCC1	7	-6
O=C(NNC1=NS(=O)(=O)c2ccccc21)c1cccc([N+](=O)[O-])c1	2	4
COc1cc2cnc(CCO[C@H]3CCCCO3)cc2cc1OC	11	-9
Cc1n[nH]c(C)c1SCC(=O)Nc1ccc(F)cc1	-9	8
CCOC(=O)/C(C#N)=C/c1ccc(OC)c(OC)c1	-1	6
COc1cc(CN2CCc3ccccc3C2)ccc1O	125	-84
C=C1CCN([C@@H](CC(C)C)C(=O)NCc2ccco2)S(=O)(=O)c2ccccc21	-9	-1

Additional results follow.
Compound	TAG inh	TAG inh DAPI viability
CCOc1ccc(CCNC(=O)COC(=O)/C=C/c2cccc(OC)c2)cc1OCC	25	-4
O=C(NC1CCCCC1)C1c2ccccc2C(=O)N1Cc1ccc2c(c1)OCO2 (stereo not given)	-13	9
CC[C@H](C)[C@H]1O[C@]2(CC[C@@H]1C)C[C@@H]1C[C@@H](CC=C(C)[C@@H](O[C@H]3C[C@H](OC)[C@@H](O[C@H]4C[C@H](OC)[C@@H](O)[C@H](C)O4)[C@H](C)O3)[C@@H](C)C=CC=C3CO[C@@H]4[C@H](O)C(C)=C[C@@H](C(=O)O1)[C@]34O)O2	133	-69
Cc1ccc(-c2nc(C3CCCN(S(=O)(=O)c4ccc(C(C)(C)C)cc4)C3)no2)cc1 (stereo not given)	-13	6
Cc1ccc2oc(=O)c3cnn(CC(=O)NCCC(C)C)c3c2c1	-2	-3
COc1ccc(NC(=O)CSc2nc3[nH]c(=O)cc(O)c3s2)c(OC)c1	-5	-7
CC(=O)OCC[C@H](NS(=O)(=O)OCC(Cl)(Cl)Cl)c1ccccc1	5	-4
CC1(C)Cc2c(cnn2-c2ccc(F)cc2)C(NC(=O)c2ccco2)C1 (stereo not given)	-7	-5
Cc1c(Cl)cccc1NC(=O)[C@@H](NC(=O)c1ccccc1Cl)C(C)C	19	-17
O=C(CNC(=S)N(Cc1ccccc1)Cc1cccs1)NCc1ccc(F)cc1	-3	-1
O=C(CCSc1nnc2ccc3ccccc3n12)Nc1ccc(F)cc1	1	13
CCn1nc(C(=O)Nc2ccc(S(=O)(=O)Nc3nccs3)cc2)c2ccccc2c1=O	-2	6
Cc1cc(C)nc(Oc2ccc(Br)cc2Br)n1	3	-7
CC(C)c1ccc(N2C(=O)[C@@H]3Cc4ccccc4CN3C2=O)cc1	8	-4
N/C(=N\S(=O)(=O)c1ccc(Cl)cc1)N1CCOCC1	10	-10
CC(Oc1ccc(F)cc1)C(=O)Nc1cccc(S(=O)(=O)N(C)c2ccccc2)c1 (stereo not given)	-15	-1
O=C1CC(c2ccccc2)C(=O)N2C(=O)CC(c3ccccc3)C(=O)N12 (stereo not given)	-3	5
CCOC(=O)NC1C=CS(=O)(=O)C1 (stereo not given)	10	-5
Cc1ccccc1NC(=O)CSc1nnc2ccc(-c3ccccn3)nn12	-1	-4
C[C@@H]1CN([C@@H](C)CO)C(=O)CCCn2nncc2CO[C@H]1CN(C)S(=O)(=O)c1cn(C)cn1	4	-9
CCOC(=O)c1c(C)[nH]c(C)c1C(=O)COC(=O)c1cccs1	-2	1
O=C1C=C(c2ccc(F)cc2OCc2ccccc2)C[C@@H](c2ccc(Cl)cc2)C1	-26	-2
NC(=O)C1CCN(C(=O)C2CCN(C(=O)Nc3ccccc3)CC2)CC1	2	2
COc1ccc(CN2CCNC(=O)C2CC(=O)NCCN2CCCCC2=O)c(F)c1 (stereo not given)	10	-5
CCN1CCN(c2ccc(S(=O)(=O)N3CCCCC3)cc2NC(=O)c2cccc(C)c2[N+](=O)[O-])CC1	13	10

Single entries from the entries so far.
Entry of O=C(O)CCc1n[nH]c(=S)[nH]c1=O under TAG inh DAPI viability: -2
Entry of COC(=O)c1ccc(NC(=O)c2cc(-c3ccccn3)nc3ccccc23)cc1 under TAG inh: -10
